Assay outcomes deposited in PubChem BioAssay by several laboratories.
DAX1 inh-1: DAX1 (NR0B1) inhibitors, primary screen, cell-based, HEK293, Gal4-DAX1, luciferase luminescence; actives 0.99% (n = 340,000); HEK293 Gal4-DAX1 luciferase reporter; AID 504766, 2011; inhibition, % at 6.75 µM;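 active = inhibition above the mean over all tested compounds plus 3 SD, cut at about 4.2% in these data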;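 note: 0% = DAX1-transfected cells with DMSO and 100% = empty-vector control cells with DMSO; inhibition shows as a rise in luminescence from relieved DAX1 repression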
hgDAF-12 ag: H. glycines DAF-12 receptor agonists, primary screen, cell-based, luminescence, HEK293, GAL4 fusion, UAS-luciferase. Nuclear hormone receptor DAF-12 (Heterodera glycines), GAL4 fusion. HEK293 GAL4-hgDAF12 UAS-luciferase reporter, agonist luminescence; normalized to butyrate control. activation, % at 6.8 µM. actives 1.8% (n = 370,000). AID 687014, 2013;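 active = activation above a cutoff set at the mean of all screened compounds plus 3 SD, cut at about 10% in these data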;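 note: 0% = DMSO wells and 100% = sodium butyrate wells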
NR1D1 modulator: modulators of Rev-erb alpha DNA binding, primary screen, biochemical, FITC-DNA, fluorescence polarization, uHTS; AID 1259318, 2017; actives 0.79% (n = 370,000); Rev-erbα–FITC-DNA binding, 90 min; activity, % at 10 µM;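 active = activity above about 14%, limit read from the data; passing the limit was not always enough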;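 note: 0% = DMSO wells with 35 nM protein and 100% = DMSO wells with 750 nM protein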
Target sequence (P20393 whole entry, looked up): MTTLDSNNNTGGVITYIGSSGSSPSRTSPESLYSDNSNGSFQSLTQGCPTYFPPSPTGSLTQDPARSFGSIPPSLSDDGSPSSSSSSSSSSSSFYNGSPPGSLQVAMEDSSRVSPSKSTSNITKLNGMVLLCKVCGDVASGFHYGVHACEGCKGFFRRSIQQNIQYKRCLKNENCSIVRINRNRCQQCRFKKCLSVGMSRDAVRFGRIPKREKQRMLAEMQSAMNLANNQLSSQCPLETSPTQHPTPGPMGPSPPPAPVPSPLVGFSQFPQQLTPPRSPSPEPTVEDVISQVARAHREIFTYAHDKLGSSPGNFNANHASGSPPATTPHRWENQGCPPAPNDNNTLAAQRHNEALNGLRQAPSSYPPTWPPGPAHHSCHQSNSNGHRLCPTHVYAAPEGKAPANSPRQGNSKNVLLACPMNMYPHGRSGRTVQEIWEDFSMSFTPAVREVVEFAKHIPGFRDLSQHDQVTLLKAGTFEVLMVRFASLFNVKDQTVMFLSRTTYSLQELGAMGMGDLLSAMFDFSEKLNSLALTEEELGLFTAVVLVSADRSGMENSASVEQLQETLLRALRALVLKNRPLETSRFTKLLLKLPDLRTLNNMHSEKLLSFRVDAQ
GAA850 FXN act: FXN promoter activators, primary screen, cell-based, luciferase luminescence, HEK293 lucGAA850; HEK293 lucGAA850 FXN promoter luciferase reporter, 24 h; percent of 10 µM SAHA response; actives 0.56% (n = 360,000); activation, % at 6 µM;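 active = activation above the average of all compounds screened plus 3 SD, cutoff fixed separately per campaign, cut at about 7.5% in these data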;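 note: 0% = DMSO wells and 100% = 10 µM SAHA wells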
DAX1 inh-2: DAX1 (NR0B1) inhibitors on StAR promoter, primary screen, cell-based, luminescence, SF-1 (NR5A1), full-length DAX-1; HEK293T StAR-luciferase reporter, SF-1/DAX-1 repression relief; inhibition, % at 6.8 µM; actives 1.1% (n = 370,000); AID 652010, 2013;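 active = inhibition above the mean over all tested compounds plus 3 SD, cut at about 3.6% in these data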;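 note: 0% = DAX-1 cells with DMSO and 100% = cells lacking DAX-1 with DMSO; higher inhibition means more luminescence from relief of DAX-1 repression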
ssDAF12 agonist: S. stercoralis DAF-12 nuclear receptor activators, primary screen, cell-based, luminescence, HEK293, GRIP1 co-expression, lit1-tk-luc. HEK293 ssDAF-12/GRIP1 lit1-tk-luc reporter; % of 3 µM dafachronic acid response. activation, % at 6.8 µM. actives 1% (n = 370,000). AID 652126, 2013;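 active = activation above the mean over all tested compounds plus 3 SD, cut at about 0.9% in these data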;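 note: 0% = DMSO-only wells and 100% = 3 µM delta7-dafachronic acid wells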
PG9 Ab binder: binders of HIV-1 gp120 antibody PG9, primary screen, biochemical, TR-FRET | TR-FRET gp120-PG9 antibody binding | inhibition, % at 6.7 µM | actives 0.43% (n = 360,000) | AID 624416, 2012; in the data active = inhibition above about 8.5%
HGIII-sPLA2 inh: human group III sPLA2 inhibitors, primary screen, biochemical, QFRET, BODIPY PC-A2 liposome substrate | Group 3 secretory phospholipase A2 (Homo sapiens), Q9NZ20 | QFRET BODIPY PC-A2 liposome hydrolysis, fluorescence | inhibition, % at 12.2 µM | actives 0.56% (n = 370,000) | AID 743126, 2013;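 active = inhibition above mean plus 3 SD of compounds lying within the high and low control bounds, cut at about 19% in these data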;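 note: 0% = median of test compound wells and 100% = no enzyme DMSO wells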
Target sequence (Q9NZ20 whole entry, looked up): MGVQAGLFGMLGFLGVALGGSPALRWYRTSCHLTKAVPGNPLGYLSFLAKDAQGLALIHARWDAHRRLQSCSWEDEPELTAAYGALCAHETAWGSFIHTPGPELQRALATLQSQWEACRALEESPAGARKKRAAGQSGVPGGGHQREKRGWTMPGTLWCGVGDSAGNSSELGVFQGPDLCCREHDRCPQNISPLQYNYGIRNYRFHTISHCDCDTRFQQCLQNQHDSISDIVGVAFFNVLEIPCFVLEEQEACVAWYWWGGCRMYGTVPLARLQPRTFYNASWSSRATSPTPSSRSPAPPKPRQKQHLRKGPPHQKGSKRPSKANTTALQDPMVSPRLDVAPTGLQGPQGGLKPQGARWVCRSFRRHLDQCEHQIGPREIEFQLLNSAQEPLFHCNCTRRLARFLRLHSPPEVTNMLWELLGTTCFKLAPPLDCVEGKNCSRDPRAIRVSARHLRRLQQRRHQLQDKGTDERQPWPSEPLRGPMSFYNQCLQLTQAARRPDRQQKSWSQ
PLC-beta3 inh: human PLC-beta3 inhibitors, primary screen, biochemical, fluorescence. 1-phosphatidylinositol 4,5-bisphosphate phosphodiesterase beta-3 (Homo sapiens), Q01970. Purified PLC-beta3, fluorogenic substrate. inhibition, % at 12.2 µM. actives 0.18% (n = 370,000). AID 720704, 2013; in the data active = inhibition above about 11%;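 note: 0% = median of compound wells on plate and 100% = full blocker control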
hcDAF-12 act: H. contortus DAF-12 nuclear receptor activators, primary screen, cell-based, luminescence, HEK293, lit1-tk-luc reporter. HEK293 hcDAF-12 lit1-tk-luc reporter; 0% DMSO, 100% Δ7-dafachronic acid. activation, % at 6.8 µM. actives 1.4% (n = 370,000);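 active = activation above the mean of all tested compounds plus 3 SD, cut at about 5.5% in these data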;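 note: 100% = response to 3 µM Δ7-dafachronic acid high control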
SMARCA2 act: SMARCA2 (BRM) function activators, primary screen, cell-based, luminescence, high throughput. actives 1% (n = 370,000). AID 652017, 2013. activation, % at 9.1 µM. MG213 cells, MMTV-luciferase reporter, dexamethasone, overnight; in the data active = activation above about 7.8%;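 note: 0% = vehicle wells and 100% = reference activator wells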
* hit, by the source's call; i = inactive; · = no result given; & = joins results of further samples. A portion of the library; rates above refer to the full screens.

SMILES	DAX1 inh-1	hgDAF-12 ag	NR1D1 modulator	GAA850 FXN act	DAX1 inh-2	ssDAF12 agonist	PG9 Ab binder	HGIII-sPLA2 inh	PLC-beta3 inh	hcDAF-12 act	SMARCA2 act
O=C(CN1C(=O)COc2ccccc21)N1CCC2(CC1)OCCO2	0.6	-0.9	3	0.0	0.5	-1.4	-0.3	7	-2	0.1	-1
O=C1NC(=O)N(Cc2ccco2)C(=O)/C1=C/C=C/c1ccco1	-1.1	-1.9	-22	10*	0.2	-0.5	-0.6	2	-47	2.2	0
C=CCCC1(C2=CCCCC2)C(=O)NC(=O)NC1=O	1.2	2.2	-7	-0.9	0.3	-0.7	-1.9	-2	-1	-1.1	-4
CN1CCc2c([nH]c3ccccc23)C1	-1.3	7.2	-5	1.1	-0.6	-0.6	-0.6	-3	-14	4.8	1
COc1ccc(Br)cc1CN1CCN(C(=O)Cc2ccccc2)CC1	-0.2	-2.0	0	-0.4	0.1	-1.6	-0.4	6	2	-2.7	-1
CCc1cccc(CC)c1NC(=S)N1CC2CC(C1)c1cccc(=O)n1C2 (configuration not stated)	-0.1	1.8	1	3.3	0.0	-1.3	-2.6	0	4	3.9	4
Cc1ccc2nsnc2c1-n1c(C)nc2ccccc2c1=O	-1.8	-2.4	0	-0.7	0.2	-0.2	-2.5	10	2	-2.3	-2
CC(C)N1CCN(Cc2cccc([N+](=O)[O-])c2)CC1	0.2	0.2	4	-0.3	-0.1	-0.7	-2.9	3	6	-0.7	1
Cc1nn(-c2ccccc2)c2c1C(c1ccc3c(c1)OCO3)SCC(=O)N2 (configuration not stated)	-1.5	2.5	-5	3.3	-0.2	-1.3	-1.7	5	-2	-2.3	0
CC(=O)NC(=O)NC(C)Cc1ccccc1 (configuration not stated)	0.7	-0.5	-5	0.6	0.5	-1.2	0.6	16	-3	-1.4	-5
O=P1(Nc2ccc(F)cc2)COc2ccccc2OC1	0.6	-1.0	8	-0.8	0.5	-1.6	1.1	9	-2	0.3	-4
O=[N+]([O-])c1cc(Cl)c(Cl)cc1Cl	0.0	6.6	0	-1.4	2.6	-1.1	0.9	-1	-3	0.4	-3
O=C(Cn1c(=O)n(CC2CS2)c2ccccc21)N1CCCCC1 (configuration not stated)	-0.7	-5.5	1	3.9	-1.2	-0.7	-2.4	6	2	-1.3	1
O=C(Nc1cccc(OC(=O)N2CCCCC2)c1)N1CCCCC1	-0.6	-1.4	8	-0.6	0.2	-1.5	-1.4	0	0	-1.5	1
C=CCc1ccc2c(c1)OCO2	·	-0.6	-1	·	0.3	-1.3	-1.8	12	-5	3.7	-6
O=C(c1ccc(Cl)cc1)C1CCCN(Cc2ccc3ncccc3c2)C1 (configuration not stated)	-1.8	-1.6	2	-2.9	-2.1	-2.1	0.3	-4	-4	-1.3	-7
C=CCn1c(O)c(C(CC)=Nc2ccccc2NC(C)=O)c(=O)[nH]c1=O	0.4	-2.5	-3	1.3	0.0	0.1	-0.3	-1	-3	-0.1	-1
CCNc1nc(NC(C)(C)C)nc(SC)n1	-0.7	-0.2	8	3.2	0.6	-1.3	0.3	11	1	-2.8	-5
CN1CCN(C(=O)COc2ccc(S(=O)(=O)Nc3ccc(Cl)cc3)cc2)CC1	-2.0	0.2	1	0.3	-1.1	-1.1	1.1	-9	4	-1.3	-2
CC(C)c1ccccc1OCC(=O)N1CCCN(C)CC1	-0.1	1.6	0	0.4	0.0	-0.7	-1.2	-1	-3	1.0	0
COCc1ccc(CN2CCCC(C(=O)c3sccc3C)C2)o1 (configuration not stated)	-1.1	1.7	6	3.2	-0.2	-1.5	-0.5	-3	0	-0.4	2
NC(Cc1ccc(O)cc1)C(=O)NN=Cc1ccc(N(CCCl)CCCl)cc1 (configuration not stated)	1.2	-2.3	-2	-4.3	-3.0	-0.6	-2.5	0	-212	2.0	-5
C=C1C/C(=C/C)C(=O)O[C@@H]2CCN3CC=C(COC(=O)[C@]1(C)O)[C@H]23	-1.6	5.7	-5	·	0.3	-1.1	0.1	4	-5	-1.4	-1
Cc1cc(/C=C2\C(=O)NC(=O)N(c3ccc(F)cc3)C2=O)c(C)n1-c1ccc(C(=O)O)cc1	-0.1	2.0	-7	1.6	0.0	-1.2	-1.4	-2	-10	-1.7	0
CC(=O)OCC12CC(OC(=O)CC(C)C)C(C)=CC1OC1C(O)C(OC(C)=O)C2(C)C12CO2 (configuration not stated)	-6.8	-17	0	-15	-7.1	-2.8	0.1	13	-1	-6.5	-11

Random excerpt: four entries already listed.
SMILES	DAX1 inh-1	hgDAF-12 ag	NR1D1 modulator	GAA850 FXN act	DAX1 inh-2	ssDAF12 agonist	PG9 Ab binder	HGIII-sPLA2 inh	PLC-beta3 inh	hcDAF-12 act	SMARCA2 act
O=[N+]([O-])c1cc(Cl)c(Cl)cc1Cl	0.0	6.6	0	-1.4	2.6	-1.1	0.9	-1	-3	0.4	-3
CC(=O)NC(=O)NC(C)Cc1ccccc1 (configuration not stated)	0.7	-0.5	-5	0.6	0.5	-1.2	0.6	16	-3	-1.4	-5
O=C(Nc1cccc(OC(=O)N2CCCCC2)c1)N1CCCCC1	-0.6	-1.4	8	-0.6	0.2	-1.5	-1.4	0	0	-1.5	1
COc1ccc(Br)cc1CN1CCN(C(=O)Cc2ccccc2)CC1	-0.2	-2.0	0	-0.4	0.1	-1.6	-0.4	6	2	-2.7	-1

(list continues)
SMILES	DAX1 inh-1	hgDAF-12 ag	NR1D1 modulator	GAA850 FXN act	DAX1 inh-2	ssDAF12 agonist	PG9 Ab binder	HGIII-sPLA2 inh	PLC-beta3 inh	hcDAF-12 act	SMARCA2 act
Cc1ccc(N2C(=O)CC(=O)NC2=O)cc1	0.0	-2.1	-9	-2.5	-0.6	-1.6	-0.5	-6	-4	-1.1	0
NC(=O)CN1CCCC1=O	1.6	0.3	2&-1	-1.4	0.3	-0.5	-2.3	5	-1	1.3	-4
Cc1cc(NC(=O)COC(=O)c2c(C)nn(Cc3ccccc3)c2Cl)no1	-1.0	-1.3	3	-1.4	-0.4	-1.3	-0.6	-11	0	-3.3	-1
O=C(c1cccc(C(F)(F)F)c1)C1CCCN(Cc2ncc[nH]2)C1 (configuration not stated)	·	-1.7	-1	3.6	-0.1	-1.4	-0.1	0	-7	-0.7	2
c1ccc2c(CN3CCN(C4CCCCC4)CC3)c[nH]c2c1	0.9	1.3	1	0.4	0.4	0.8	0.8	-6	-3	4.7	1
COc1ccc(NC(=O)N2Cc3ccccc3-n3nncc3C2)cc1	0.9	4.8	0	0.4	0.5	-0.4	1.0	3	1	1.3	-5
COc1ccc2nc(/N=C/c3c(O)n(-c4cccc(Cl)c4)c(=O)[nH]c3=O)sc2c1	0.6	3.2	0	2.0	-0.1	-0.5	-1.2	-13	-6	2.9	3
O=C(CSC1c2ccccc2-c2ccccc21)N/N=C/c1ccccc1C(=O)O	-0.6	3.9	-3	-1.0	-0.3	-1.0	-0.8	-11	0	-1.7	-2
COC12CCC3(CC1C(C)(O)C(C)(C)C)[C@H]1Cc4ccc(O)c5c4[C@@]3(CCN1CC1CC1)C2O5 (some centres not stated)	0.2	-0.2	9	-4.4	-0.1	0.0	-2.0	-41	1	-1.0	-1
O=C1NC(=O)C(=Cc2ccco2)C(=O)N1	-0.3	-3.0	-2	-0.8	-0.3	-0.6	-0.9	4	-9	-2.3	-2
O=c1[nH]c(=O)n(Cc2ccccc2)c(O)c1C=NCCN1CCNCC1	-0.4	-0.5	2	2.8	0.6	-1.6	2.2	8	2	-1.5	1
C[N+]1(C)C2CC(OC(=O)[C@H](CO)c3ccccc3)CC1C1OC12 (some centres not stated)	-0.5	0.9	-3	1.4	0.3	-1.5	-1.5	3	2	-0.7	-2
Cc1ccccc1Cc1c(C)nc2nc(SCC(=O)N3CCC4(CC3)OCCO4)nn2c1C	0.9	-0.8	5	-2.6	-0.1	-1.1	-2.4	-2	-7	-0.6	-2
C=C[C@H]1CN2CC[C@H]1C[C@H]2[C@H](O)c1ccnc2ccccc12	-0.7	-1.5	-1&-5	-0.8	-0.4	-0.9	-0.8	6	0	-0.4	-4
CN(CCc1ccccc1)Cc1c[nH]c2ccccc12	-0.8	-4.2	1	4.1	-1.0	0.1	-0.4	-29	0	2.4	1
CN1C(=O)CC(c2ccccc2)Nc2ccccc21 (configuration not stated)	1.6	-0.6	-3	0.7	-0.4	-0.1	-2.4	-7	-3	0.0	-3
NC(=O)c1cc([N+](=O)[O-])cc([N+](=O)[O-])c1	0.8	0.4	-6&-11	0.7	-0.4	-0.8	-0.3	12	-3	1.2	-4
CCOP(=O)(C#Cc1ccccc1)C(O)c1ccc(Br)cc1 (configuration not stated)	4.6*	-1.9	4	-1.0	-0.3	-1.5	-1.7	6	-3	-1.8	-1
CCOP(=O)(OCC)C(NC(=O)c1ccccc1C)C(Cl)(Cl)Cl (configuration not stated)	1.3	-0.2	-6	1.4	-0.6	-1.4	-1.4	-5	5	0.3	-3
Cc1nccc2c1[nH]c1ccccc12	1.9	4.1	0	0.9	0.1	-0.6	-3.5	1	i	0.7	3
O=c1ccc2cc(OC3O[C@H](CO)[C@@H](O)[C@H](O)[C@H]3O)c(O)cc2o1 (some centres not stated)	0.1	2.6	-14	3.5	0.6	-1.1	1.7	0	i	-1.9	2
O=C1CN=C(c2ccccc2)c2ccccc2N1Cc1ccc(C(F)(F)F)cc1	-0.2	-2.9	1	0.1	-0.7	-1.3	-0.5	-1	1	-0.4	-3
Cc1c(NP(=O)(C(C)(C)C)C(C)(C)C)c(=O)n(-c2ccccc2)n1C	1.4	-0.5	2	-0.5	-0.6	-0.8	-0.1	-2	3	-0.6	-1
C[C@]12CCC3C(CC[C@H]4[C@@H](O)[C@H](O)CC[C@]34C)C1CCC2=O (some centres not stated)	0.1	-0.4	3	2.0	-0.7	-0.6	0.1	7	3	0.1	1

Compounds shown so far with bromine (2):
SMILES	DAX1 inh-1	hgDAF-12 ag	NR1D1 modulator	GAA850 FXN act	DAX1 inh-2	ssDAF12 agonist	PG9 Ab binder	HGIII-sPLA2 inh	PLC-beta3 inh	hcDAF-12 act	SMARCA2 act
COc1ccc(Br)cc1CN1CCN(C(=O)Cc2ccccc2)CC1	-0.2	-2.0	0	-0.4	0.1	-1.6	-0.4	6	2	-2.7	-1
CCOP(=O)(C#Cc1ccccc1)C(O)c1ccc(Br)cc1 (configuration not stated)	4.6*	-1.9	4	-1.0	-0.3	-1.5	-1.7	6	-3	-1.8	-1
